# High-throughput results from PubChem BioAssay.
# C diff HTS – C. difficile growth inhibitors, primary screen, HTS; Clostridium difficile clinical isolate growth, OD600, 24 h; stronger effect = lower value; growth activity, negative = inhibition, % at 16 µg/mL (by protocol); 86,000 compounds, 0.25% hits;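 active = mean growth activity at or below -80% and every replicate also at or below -80%; inconclusive = mean at or below -80% but some replicate above -80%; inactive = mean growth activity above -80%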;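 also: 0% = DMSO wells and -100% = levofloxacin 16 µg/mL wells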
# T cruzi growth – T. cruzi intracellular proliferation inhibitors, primary screen, cell-based, beta-gal Tulahuen parasites, NIH3T3 host, luminescence; 77,000 compounds, 5.9% hits; inhibition, % at 8.34 µM; T. cruzi beta-gal in NIH3T3, GalScreen luminescence, 90 h; AID 624255, 2012;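 active = mean inhibition above about 93%, with at least 55% of replicates each passing it, limit read from the data, passing the limit was not always enough; inconclusive = only one of those two conditions holds; inactive = neither condition holds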
# GASC1 inh – inhibitors of GASC-1 (KDM4C) histone demethylase, primary screen, biochemical, single concentration HTS; GST-KDM4C 2-372, H3K9me3 peptide, LANCE TR-FRET; inhibition, % at 12.5 µM; 96,000 compounds, 0.15% hits;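 active = mean replicate inhibition above about 25%, with at least 55% of replicates also reaching it, limit read from the data, passing the limit was not always enough; inconclusive = only one of those two conditions met; inactive = neither condition met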
# Target sequence (Q9H3R0 2-372 limits assumed): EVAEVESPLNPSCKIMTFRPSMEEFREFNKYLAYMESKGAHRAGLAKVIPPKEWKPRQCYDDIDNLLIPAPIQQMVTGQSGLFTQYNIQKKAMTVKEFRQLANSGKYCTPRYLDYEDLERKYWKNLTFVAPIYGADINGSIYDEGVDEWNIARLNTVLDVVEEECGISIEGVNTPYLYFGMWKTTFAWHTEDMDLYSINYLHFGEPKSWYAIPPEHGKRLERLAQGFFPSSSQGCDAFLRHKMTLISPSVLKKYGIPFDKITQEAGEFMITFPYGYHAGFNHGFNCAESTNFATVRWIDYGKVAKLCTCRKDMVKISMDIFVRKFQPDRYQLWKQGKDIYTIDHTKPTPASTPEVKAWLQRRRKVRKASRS
#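 Material: GST-tagged GASC-1 (JMJD2C) catalytic fragment, aa 2-372. Input: enzyme final amount 10 nM. Medium: HEPES buffer, pH 7.5, plus ascorbate. Reagent: H3K9me3 peptide substrate, Fe(II), 2-oxoglutarate. Doses: single dose. Times: reaction 30 min RT, detection step 1 h RT. Measured by: LANCE TR-FRET. Evaluation: Fall in 671/618 emission ratio as inhibition.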
# Pf Dd2 growth – P. falciparum Dd2 growth inhibitors, primary screen, SYBR Green fluorescence, single dose replicates. AID 1159554, 2015. activity change, % at 10 µM. 94,000 compounds, 2.3% hits. 72 h; stronger effect = lower value; in the data active = activity change below about -80%; inconclusive = no clear call, values can overlap the other calls
# * marks the source's active call; other numbers are inactive results; ? = inconclusive; nt = no result given; & = joins results of further samples; ! = repeats disagree.
SMILES,C diff HTS,T cruzi growth,GASC1 inh,Pf Dd2 growth
C[C@@H]1CN([C@@H](C)CO)S(=O)(=O)c2ccc(-c3ccncc3)cc2O[C@@H]1CN(C)C(=O)Nc1ccc(C(F)(F)F)cc1,-3,?,-4.5,-9
C[C@@H]1CN([C@H](C)CO)C(=O)c2cccc(NS(=O)(=O)c3cn(C)cn3)c2O[C@H]1CN(C)Cc1ccccc1,2,18,-0.6,19
CN(C)C(=O)c1cccc(-c2ccc3c(c2)[C@H]2[C@H](CCN2C(=O)c2cnccn2)[C@H](CO)N3)c1,0,87,-1.3,-41
CCCNC(=O)N1CC2(C1)CN(C(=O)CCC)[C@@H](CO)c1[nH]c3cc(OC)ccc3c12,1,nt,-0.9,44
CN(C)CCCNC(=O)C[C@@H]1C=C[C@H](NC(=O)Cc2cccnc2)[C@@H](CO)O1,nt,-13,0.2,2
COCC(=O)N[C@H]1C=C[C@H](CC(=O)NCc2ccccc2OC)O[C@H]1CO,-3,5,0.7,18
C[C@@H]1CN([C@H](C)CO)C(=O)c2cc(NC(=O)Nc3ccccc3)ccc2O[C@@H](C)CCCCO[C@@H]1CN(C)Cc1ccc(C(F)(F)F)cc1,-1,82,-1.9,-85*
CO[C@@H]1CN(C)C(=O)c2cc(NS(=O)(=O)c3ccc(Oc4ccccc4)cc3)ccc2OC[C@H](C)NC[C@@H]1C,nt,-90,1.7,-10
COc1ccc(NC(=O)Nc2ccc3c(c2)C(=O)N([C@H](C)CO)C[C@H](C)[C@@H](CN(C)S(=O)(=O)c2cn(C)cn2)OCCCC[C@H](C)O3)cc1,-3,-61,-0.5,-6
COC(=O)C[C@H]1C[C@H]2c3cc(N)ccc3O[C@H]2[C@H](CO)O1,2,18,nt,-10
COc1ccc(S(=O)(=O)N(C)C[C@H]2Oc3ccc(NC(=O)C4CCCCC4)cc3CC(=O)N([C@@H](C)CO)C[C@@H]2C)cc1,-5,4,6.2,-19
CN(C)C(=O)c1ccc(-c2ccccc2[C@@H]2[C@@H](C#N)N(C(=O)C3CCCC3)[C@H]2CO)cc1,-2,nt,1.2,-10
C[C@H](CO)N1C[C@H](C)[C@@H](CN(C)Cc2ccc(C(=O)O)cc2)OCCCC[C@H](C)Oc2ccc(NS(=O)(=O)c3cn(C)cn3)cc2C1=O,-5,-50,-0.2,50
CNC[C@H]1Oc2c(NS(C)(=O)=O)cccc2C(=O)N([C@H](C)CO)C[C@@H]1C,0,12,nt,6
C[C@H](CO)N1C[C@H](C)[C@H](CN(C)Cc2ccc(C(=O)O)cc2)Oc2ccc(NS(C)(=O)=O)cc2C1=O,nt,-104,-0.3,12
C[C@@H]1CN([C@H](C)CO)C(=O)c2cc(NC(=O)Nc3ccc(F)cc3)ccc2O[C@H]1CN(C)C(=O)Nc1ccc(C(F)(F)F)cc1,-1,-202,-1.9,-40
Cc1ccc(S(=O)(=O)Nc2ccc3c(c2)CC(=O)N([C@@H](C)CO)C[C@@H](C)[C@@H](CN(C)S(=O)(=O)c2ccc(F)cc2)O3)cc1,-8,44,0.0,-28
O=C(C[C@@H]1CC[C@@H]2[C@H](COC[C@@H](O)CN2C(=O)Nc2ccc(Cl)c(Cl)c2)O1)NCc1ccncc1,-96*!,127*,9.8,-8
C[C@H](CO)N1C[C@H](C)[C@@H](CN(C)C(=O)Cc2ccccc2)Oc2ncc(C#CCN(C)C)cc2C1=O,-4,nt,2.2,4
CCCC(=O)Nc1ccc2c(c1)OC[C@@H](C)N(C)C[C@@H](C)[C@@H](OC)CN(C)C2=O,-4,42,-0.3,nt
O=C(C[C@@H]1C=C[C@@H](NC(=O)C2CC2)[C@@H](CO)O1)NC1CCC1,nt,-6,5.4,12
C[C@H](CO)N1C[C@H](C)[C@H](CN(C)S(C)(=O)=O)Oc2ccc(NC(=O)C3CC3)cc2C1=O,1,73,-0.3,26
C[C@H]1CN([C@@H](C)CO)C(=O)Cc2cc(NS(=O)(=O)c3cn(C)cn3)ccc2O[C@H]1CN(C)C(=O)NC1CCCCC1,21,-1,-0.2,20
Cc1noc(C)c1S(=O)(=O)N(C)C[C@H]1OCCCC[C@H](C)Oc2ccc(NC(=O)Cc3ccccc3)cc2C(=O)N([C@H](C)CO)C[C@H]1C,-2,43,-0.6,-68
CO[C@H]1CN(C)C(=O)c2cc(NC(=O)c3cccc(Oc4ccccc4)c3)ccc2OC[C@@H](C)NC[C@@H]1C,nt,-88,-1.1,nt
COc1ccc(NC(=O)N(C)C[C@@H]2Oc3cc(-c4cccc(C(=O)N(C)C)c4)ccc3S(=O)(=O)N([C@H](C)CO)C[C@@H]2C)cc1,3,nt,1.0,-10
COc1ccc2c3c(n(C)c2c1)[C@@H](CO)N(C(=O)NC(C)C)CC31CN(Cc2nccs2)C1,-12,nt,1.4,-42
COc1cccc(-c2ccc(C3[C@H]4CNC[C@@H]3N4Cc3cc(F)ccc3F)cc2)c1 (stereo partly specified),42&12,nt,0.8&0.7,-29&-36
O=C(C[C@H]1C=C[C@@H](NC(=O)c2ccc(F)cc2)[C@H](CO)O1)NCCc1ccccc1,1,-37,-2.5,13
O=C(C[C@@H]1C[C@@H]2c3cc(NC(=O)c4ccc5c(c4)OCO5)ccc3O[C@@H]2[C@@H](CO)O1)NC1CCCC1,nt,6,-4.1,-26
CCCNC(=O)N(C)C[C@H]1Oc2ncc(-c3ccccc3F)cc2C(=O)N([C@H](C)CO)C[C@H]1C,5,nt,-0.3,-6
CCCC(=O)Nc1ccc2c(c1)C(=O)N(C)C[C@@H](OC)[C@H](C)CN(C(=O)c1ccccn1)[C@H](C)CO2,nt,26,2.9,44
CCC(=O)NC[C@@H]1[C@H](c2ccccc2)[C@@H](CO)N1C(=O)C1CC1,6,-41,0.0,-24
O=C(NCCc1ccncc1)[C@H]1[C@H](CO)[C@H]2Cn3c(ccc(C4=CCCCC4)c3=O)[C@@H]1N2CC1CC1,nt,44,0.1,nt
C[C@@H]1CN([C@@H](C)CO)C(=O)c2cc(NS(=O)(=O)c3ccccc3)ccc2O[C@H]1CN(C)S(=O)(=O)c1cccs1,1,39,1.7,-3
CC(=O)N(C)C[C@H]1Oc2cc(-c3ccccc3F)ccc2S(=O)(=O)N([C@@H](C)CO)C[C@H]1C,-2,-4,1.0,35
C[C@H](CO)N1C[C@H](C)[C@H](CN(C)C(=O)C2CCOCC2)Oc2ncc(Br)cc2C1=O,8,9,6.8,36
CN(C)C(=O)c1ccc(-c2ccc([C@H]3[C@@H](CO)N4CCCCN(C(=O)C5CC5)C[C@H]34)cc2)cc1,-3,88,1.2,-12
CO[C@@H]1CN(C)C(=O)c2ccc(NC(=O)C3CCCC3)cc2OC[C@H](C)NC[C@H]1C,nt,-13,-0.5,nt
C[C@@H]1CN([C@@H](C)CO)C(=O)c2cc(C#Cc3ccccc3)cnc2O[C@H]1CN(C)CC1CCOCC1,3,1,35*,-36

# One compound at a time (already shown). Values in the order: C diff HTS, T cruzi growth, GASC1 inh, Pf Dd2 growth
# C[C@H](CO)N1C[C@H](C)[C@H](CN(C)C(=O)C2CCOCC2)Oc2ncc(Br)cc2C1=O reads 8, 9, 6.8, 36
# C[C@@H]1CN([C@@H](C)CO)C(=O)c2cc(NS(=O)(=O)c3ccccc3)ccc2O[C@H]1CN(C)S(=O)(=O)c1cccs1 reads 1, 39, 1.7, -3
# CN(C)C(=O)c1ccc(-c2ccc([C@H]3[C@@H](CO)N4CCCCN(C(=O)C5CC5)C[C@H]34)cc2)cc1 reads -3, 88, 1.2, -12
# CC(=O)N(C)C[C@H]1Oc2cc(-c3ccccc3F)ccc2S(=O)(=O)N([C@@H](C)CO)C[C@H]1C reads -2, -4, 1.0, 35
# O=C(NCCc1ccncc1)[C@H]1[C@H](CO)[C@H]2Cn3c(ccc(C4=CCCCC4)c3=O)[C@@H]1N2CC1CC1 reads nt, 44, 0.1, nt

# Continuation:
SMILES,C diff HTS,T cruzi growth,GASC1 inh,Pf Dd2 growth
C[C@H](CO)N1C[C@H](C)[C@H](CN(C)Cc2ccncc2)Oc2ncc(C#Cc3ccc(F)cc3)cc2C1=O,5,113,-1.6,-14
C[C@@H]1CN([C@@H](C)CO)S(=O)(=O)c2ccc(-c3ccc(C(=O)N(C)C)cc3)cc2O[C@@H]1CN(C)C(=O)C1CC1,nt,67,-1.8,-13
C[C@H](CO)N1C[C@H](C)[C@@H](CN(C)Cc2ccncc2)OCCCC[C@H](C)Oc2ccc(NS(C)(=O)=O)cc2C1=O,-4,41,-0.4,-15
COc1ccc(NC(=O)N(C)C[C@@H]2OCCCC[C@H](C)Oc3ccc(NC(=O)CCCN(C)C)cc3C(=O)N([C@H](C)CO)C[C@@H]2C)cc1,-8,87,5.4,-2
Cc1ccc(S(=O)(=O)N(C)C[C@H]2OCCCC[C@H](C)Oc3ccc(NC(=O)C4CCCCC4)cc3C(=O)N([C@@H](C)CO)C[C@H]2C)cc1,4,63,-0.2,-89*
CC(C)NC(=O)N[C@H]1CC[C@H](CC(=O)NCCN2CCCC2)O[C@H]1CO,-4,7,0.1,17
Cc1noc(C)c1NC(=O)Nc1ccc2c(c1)C(=O)N([C@@H](C)CO)C[C@H](C)[C@H](CN(C)S(=O)(=O)c1cccs1)OCCCC[C@H](C)O2,-5,6,-0.5,-35
COc1ccc(NC(=O)N(C)C[C@H]2OCc3ccccc3-c3ccccc3C(=O)N([C@H](C)CO)C[C@H]2C)cc1,nt,-15,1.1,-3
COc1ccc(-c2ccc([C@@H]3[C@@H](C#N)N(C(=O)C4CCOCC4)[C@H]3CO)cc2)cc1,4,57,-0.9,0
C[C@@H]1CN([C@H](C)CO)S(=O)(=O)c2ccc(C#CCC3CCCC3)cc2O[C@@H]1CN(C)C(=O)CC1CC1,17,112*,-0.7,-70
O=C(NC1CCCC1)N1CCCCN2[C@@H](CO)[C@@H](c3ccc(-c4cccnc4)cc3)[C@@H]2C1,16,12,-0.4,-59
OC[C@H]1[C@@H](c2ccc(-c3cccnc3)cc2)[C@H]2CN(CC3CC3)CCCCN21,0,38,0.6,-77
CC(C)(O)C#Cc1ccc([C@H]2[C@H]3CN(C(=O)c4ccc(F)cc4)CCCCN3[C@H]2CO)cc1,-9,22,-0.2,-43
COc1ccc(CN(C)C[C@H]2OCCCC[C@H](C)Oc3ccc(NS(=O)(=O)c4ccc(F)cc4)cc3C(=O)N([C@H](C)CO)C[C@@H]2C)cc1,-6,0,0.1,-29
Cc1ccc(S(=O)(=O)N(C)C[C@H]2Oc3c(NC(=O)Nc4cccc5ccccc45)cccc3C(=O)N([C@H](C)CO)C[C@@H]2C)cc1,-2,-118,0.8,-51
C[C@@H]1CCCCO[C@@H](CN(C)C(=O)c2ccccc2)[C@@H](C)CN([C@@H](C)CO)C(=O)c2cc(NS(=O)(=O)c3ccc(Cl)cc3)ccc2O1,-4,14,-0.7,-23
CC=Cc1ccc2n(c1=O)C[C@H]1[C@H](CO)[C@@H](C(=O)NCCC)[C@@H]2N1C(=O)Nc1cc(F)ccc1F (mixture of isomers),12,9,0.0,nt
COc1ccc(NC(=O)Nc2ccc3c(c2)C(=O)N([C@H](C)CO)C[C@@H](C)[C@@H](CN(C)Cc2ccc(C(F)(F)F)cc2)O3)cc1,6,31,-1.4,10
C[C@@H]1CN([C@@H](C)CO)C(=O)c2cc(-c3cccnc3)cnc2O[C@@H]1CN(C)C(=O)c1cccc(F)c1,4,18,-1.9,11
CCCNC(=O)N1C[C@H]2[C@@H](c3ccccc31)[C@H](CO)N2C(=O)CN1CCOCC1,9,33,1.0,20
C[C@H]1CN([C@@H](C)CO)C(=O)c2cc(C#Cc3cccc(F)c3)cnc2O[C@@H]1CN(C)C(=O)c1ccccc1F,7,110*,-1.0,?
C[C@H](CO)N1C[C@H](C)[C@H](CN(C)C)Oc2cc(C3=CCCC3)ccc2S1(=O)=O,7,-20,2.2,-4
CC(C)NC(=O)N(C)C[C@H]1Oc2ncc(-c3cccc(C#N)c3)cc2C(=O)N([C@@H](C)CO)C[C@@H]1C,5,-46,-0.1,13
Cc1ccc(S(=O)(=O)Nc2ccc3c(c2)C(=O)N([C@H](C)CO)C[C@H](C)[C@H](CN(C)C(=O)c2ccccc2)OCCCC[C@@H](C)O3)cc1,-2,-17,0.7,-4
CCS(=O)(=O)Nc1ccc2c(c1)C(=O)N(C)C[C@@H](OC)[C@H](C)CN(C(=O)NC(C)C)[C@H](C)CO2,nt,-61,0.3,29
CCC(=O)Nc1ccc2c(c1)C(=O)N(C)C[C@H](OC)[C@@H](C)CN(C(=O)CC1CC1)[C@@H](C)CO2,nt,4,0.3,44
CCNC(=O)C[C@H]1CC[C@@H]2[C@H](COC[C@@H](O)CN2C(=O)c2ccccn2)O1,-3&-4,-72,0.5,10

# Random draw from the library; any-hit rate near 6.7%.
